CXCR6 inh: blocks human CXCR6 beta-arrestin recruitment. O00574. CHO-K1 PathHunter CXCR6 beta-arrestin, luminescence. inhibition, % at 20 µM. 0.36% of 360,000 active. AID 602244; in the data active = inhibition above about 34%, passing the limit was not always enough;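 also: antagonist mode with CXCL16 agonist at 10 nM final; 0% = 10 nM CXCL16 with DMSO and 100% = unstimulated wells without agonist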
Target sequence (O00574 whole entry, looked up): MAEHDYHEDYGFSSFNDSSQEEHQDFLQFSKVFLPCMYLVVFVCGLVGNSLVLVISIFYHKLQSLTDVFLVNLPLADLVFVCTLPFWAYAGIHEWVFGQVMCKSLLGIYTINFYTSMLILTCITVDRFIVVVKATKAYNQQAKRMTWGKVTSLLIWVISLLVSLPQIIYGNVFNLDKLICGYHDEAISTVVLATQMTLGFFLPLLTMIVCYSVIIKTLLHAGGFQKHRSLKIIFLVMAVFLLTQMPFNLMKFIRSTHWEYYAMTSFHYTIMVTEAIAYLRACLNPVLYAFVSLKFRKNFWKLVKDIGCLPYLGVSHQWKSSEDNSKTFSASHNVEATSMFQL
XBP1 UPR activ: adaptive UPR (XBP1) activation. CHO-XBP1 luciferase reporter, IRE1-XBP1 UPR activation, luminescence; percent of tunicamycin response, DMSO as zero. activation, % at 20 µM. 0.33% of 330,000 active. AID 463104;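 active = versus positive control, 20 µM dose yields 30% or more activation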;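 also: 100% = tunicamycin at 10 µg/mL and 0% = DMSO only wells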
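Test system: CHO-XBP1 luciferase reporter cells | Buffer or medium: Serum-containing F12 medium, 10% FBS | Schedule: 6 h compound exposure at 37 °C, 5% CO2 | Detection: Steady-Glo luciferase glow luminescence, 10 min after reagent addition | Read-out basis: Activation, % of tunicamycin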
UPR CHOP act: apoptotic UPR (CHOP) activation; CHO-CHOP luciferase reporter, luminescence; percent of tunicamycin response over DMSO baseline; activation, % at 10 µM; 0.34% of 330,000 active; AID 449763;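 active = at 10 µM dose, activation of 40% or more, normalized to positive control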;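 also: 100% = tunicamycin at 10 µg/mL and 0% = DMSO alone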
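System: CHO-CHOP luciferase reporter cell line | Buffer or medium: F12 medium containing 10% fetal bovine serum | Doses: One dose, 10 µM in 0.5% DMSO | Times: 6 h compound exposure at 37 °C after overnight seeding | Signal: Luciferase luminescence | Read-out: % activation vs tunicamycin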
697 NFkB inh: inhibitors of the PMA/ionomycin-induced NF-kB reporter in 697 B cells | 697 B-cell NF-kB luciferase reporter, 16 h | inhibition, % at 4 µM | 0.33% of 330,000 active; in the data active = inhibition above about 35%
Jurkat NFkB inh: inhibitors of the PMA/ionomycin-induced NF-kB reporter in Jurkat cells; inhibition, % at 4 µM; 0.53% of 330,000 active; AID 435003; PMA/ionomycin-induced NF-kB luciferase reporter, luminescence; in the data active = inhibition above about 50%
Gli-Sufu antag: antagonists of Gli-Sufu signaling; Sufu-KO-LIGHT fibroblasts, Gli luciferase reporter luminescence; inhibition, % at 5 µM; 0.74% of 340,000 active; AID 588413;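 active = inhibition above about 55%, limit read from the data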;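 also: 0% = DMSO-treated cells and 100% = wells with medium but no cells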
Mdm2-MdmX inh: inhibitors of human Mdm2/MdmX interaction; O15151+Q00987; SaOS-2 split-luciferase Mdm2/MdmX complementation, luminescence; inhibition, % at 8 µM; 3% of 330,000 active; AID 485346;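 active = inhibition of at least 50% at 8 µM in the primary screen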
CCR6 antagonist: antagonists of human CCR6 receptor; inhibition, % at 20 µM; 0.49% of 340,000 active; AID 493098; CHO-K1 CCR6 PathHunter beta-arrestin, luminescence, CCL20-stimulated; P51684;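 active = compounds whose inhibition of the agonist-driven luminescence signal at 20 µM reaches about 50%, limit read from the data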;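 also: cells stimulated with CCL20 at 14 nM final; plate controls were DMSO with CCL20 for no effect and DMSO without agonist for full effect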
Target sequence (P51684 whole entry, looked up): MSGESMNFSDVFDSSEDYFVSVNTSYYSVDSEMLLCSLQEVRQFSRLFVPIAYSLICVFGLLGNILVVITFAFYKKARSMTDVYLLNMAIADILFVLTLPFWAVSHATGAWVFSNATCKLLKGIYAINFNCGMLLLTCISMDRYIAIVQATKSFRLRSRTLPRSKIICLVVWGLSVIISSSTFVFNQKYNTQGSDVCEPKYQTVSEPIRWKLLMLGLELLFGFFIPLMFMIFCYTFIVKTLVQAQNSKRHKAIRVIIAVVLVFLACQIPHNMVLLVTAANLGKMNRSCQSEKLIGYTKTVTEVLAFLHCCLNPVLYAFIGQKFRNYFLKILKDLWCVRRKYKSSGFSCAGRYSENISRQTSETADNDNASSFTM
EBI2 block: EBI2 (human) antagonism. EBI2 beta-arrestin recruitment, luminescence, 7a,25-OHC stimulated. inhibition, % at 5 µM. P32249. 0.81% of 360,000 active; in the data active = inhibition above about 38%;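 also: enzyme fragment complementation signal reports receptor beta-arrestin coupling in cells; 0% = agonist plus DMSO wells and 100% = wells without agonist; some results beyond the cut were filed as inactive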
An asterisk follows results filed as active; / = no result given. Rows were taken by chance (roughly 5% active in at least one column).

molecule,EBI2 block,XBP1 UPR activ,CCR6 antagonist,Jurkat NFkB inh,697 NFkB inh,UPR CHOP act,CXCR6 inh,Mdm2-MdmX inh,Gli-Sufu antag
Cc1ccc(/C=C/C2=NN(C)C(=O)CC2)cc1,-4,-2,-3,-98,-165,2.9,-3,-95,3
CC(=O)OCC1=C(C(=O)O)N2C(=O)C(NC(=O)c3ccc(COc4cccc(Cl)c4Cl)o3)C2SC1 (configuration not stated),4,-2,2,0,5,-0.3,-1,9,8
CCOC(=O)CN(C(=O)CSc1nnc(C)n1-c1ccccc1)c1cccc([N+](=O)[O-])c1,-11,-4,3,-2,11,0.3,0,12,7
COc1ccc(NC(=O)CN2CCC(NC(=O)c3ccc(OC)cc3)CC2)cc1,-2,-4,10,5,7,1.4,3,-4,9
CC(C)(C)c1ccc(OCCCC(=O)NC2=NCCS2)cc1,-3,0,15,-2,-44,-0.3,-1,22,-16
Cc1ccc2c(c1)c1c3n2CCN(CC#N)C3CCC1 (configuration not stated),-13,-6,-7,-9,9,1.8,-5,-3,-14
CC(C)(C)C(=O)OC/C(N)=N/OC(=O)c1ccc(Cl)c(Cl)c1,1,-1,-22,-16,-28,1.0,-14,15,4
COc1ccc(NC(=O)NCCCCc2ccccc2)cc1OC,-3,-3,5,9,3,1.7,5,8,2
O=C(NNC(=S)NC(=O)c1cccc([N+](=O)[O-])c1)c1ccc(O)cc1,4,-6,33,-17,-4,2.5,6,11,-18
CCOC(=O)C1(CC2CCCCO2)CCN(C(=O)Nc2ccc(SC)cc2)CC1 (configuration not stated),40*,2,14,-5,-5,-0.9,3,-19,-3
COc1n[nH]c(C(=O)Nc2cc(F)ccc2C)c1[N+](=O)[O-],-7,-1,-2,-3,-9,0.7,0,5,-10
CCCN(CCC)CC(=O)Nc1cccc2c1OCO2,-4,2,16,-3,8,-0.5,-4,26,3
COc1ccc(N(C(=O)c2cccnc2)S(=O)(=O)c2ccccc2)cc1,-14,0,6,-13,-7,1.7,8,19,-1
Cc1ccc2c(cnn2C(=O)CCC(=O)N2CCCCC2C)c1 (configuration not stated),-8,-2,3,-6,19,-1.5,3,-6,1
Fc1ccccc1Cc1ccc(Cl)nn1,-1,-1,16,-9,-12,2.4,-7,-12,-9

4 entries picked at random from the list so far:
molecule,EBI2 block,XBP1 UPR activ,CCR6 antagonist,Jurkat NFkB inh,697 NFkB inh,UPR CHOP act,CXCR6 inh,Mdm2-MdmX inh,Gli-Sufu antag
CCOC(=O)C1(CC2CCCCO2)CCN(C(=O)Nc2ccc(SC)cc2)CC1 (configuration not stated),40*,2,14,-5,-5,-0.9,3,-19,-3
CC(C)(C)c1ccc(OCCCC(=O)NC2=NCCS2)cc1,-3,0,15,-2,-44,-0.3,-1,22,-16
Fc1ccccc1Cc1ccc(Cl)nn1,-1,-1,16,-9,-12,2.4,-7,-12,-9
O=C(NNC(=S)NC(=O)c1cccc([N+](=O)[O-])c1)c1ccc(O)cc1,4,-6,33,-17,-4,2.5,6,11,-18

Some of the entries so far, with each value named.
CCOC(=O)C1(CC2CCCCO2)CCN(C(=O)Nc2ccc(SC)cc2)CC1 (configuration not stated)
- EBI2 block = 40*
- XBP1 UPR activ = 2
- CCR6 antagonist = 14
- Jurkat NFkB inh = -5
- 697 NFkB inh = -5
- UPR CHOP act = -0.9
- CXCR6 inh = 3
- Mdm2-MdmX inh = -19
- Gli-Sufu antag = -3

COc1n[nH]c(C(=O)Nc2cc(F)ccc2C)c1[N+](=O)[O-]
- EBI2 block = -7
- XBP1 UPR activ = -1
- CCR6 antagonist = -2
- Jurkat NFkB inh = -3
- 697 NFkB inh = -9
- UPR CHOP act = 0.7
- CXCR6 inh = 0
- Mdm2-MdmX inh = 5
- Gli-Sufu antag = -10

CCCN(CCC)CC(=O)Nc1cccc2c1OCO2
- EBI2 block = -4
- XBP1 UPR activ = 2
- CCR6 antagonist = 16
- Jurkat NFkB inh = -3
- 697 NFkB inh = 8
- UPR CHOP act = -0.5
- CXCR6 inh = -4
- Mdm2-MdmX inh = 26
- Gli-Sufu antag = 3

COc1ccc(N(C(=O)c2cccnc2)S(=O)(=O)c2ccccc2)cc1
- EBI2 block = -14
- XBP1 UPR activ = 0
- CCR6 antagonist = 6
- Jurkat NFkB inh = -13
- 697 NFkB inh = -7
- UPR CHOP act = 1.7
- CXCR6 inh = 8
- Mdm2-MdmX inh = 19
- Gli-Sufu antag = -1

New compounds follow
molecule,EBI2 block,XBP1 UPR activ,CCR6 antagonist,Jurkat NFkB inh,697 NFkB inh,UPR CHOP act,CXCR6 inh,Mdm2-MdmX inh,Gli-Sufu antag
Cc1ccc(CNC(=O)c2ccc[nH]2)cc1,-6,-3,12,1,-2,-0.5,27,12,-25
Cc1c(NS(=O)(=O)c2cccs2)c(=O)n(-c2ccccc2)n1C,-9,-2,3,9,6,-2.3,-3,-8,7
CC1CC(C)CN(C(=O)c2ccc3c(c2)OCCO3)C1 (configuration not stated),3,1,-2,4,1,-0.1,-2,15,-6
CN(C(=O)COC(=O)C1CSC2(C)CCC(=O)N12)c1ccccc1 (configuration not stated),2,0,-5,7,0,-0.2,0,4,-5
CN(C)N1C(N)=C(C#N)C(c2ccc(Cl)cc2)C2=C1CCCC2=O (configuration not stated),-9,-4,7,-4,0,-1.0,6,1,-4
O=C(Cn1c(N2CCN(C/C=C/c3ccccc3)CC2)nc2ccccc21)c1ccccc1,/,0,/,16,-10,1.1,/,24,/
Clc1nccnc1N/N=C/c1ccc(Br)cc1,-7,-6,22,-97,-119,5.4,5,-75,-64
NCCC(=O)N1c2ccccc2Sc2ccc(Cl)cc21,4,-6,10,-7,-39,1.8,10,15,3
COCC(C)n1c(SCc2ccc(OC)c(F)c2)nc2ccccc2c1=O (configuration not stated),10,/,17,/,/,/,-2,/,13
Nc1c(N(CCO)C(=O)c2ccccc2OCc2ccccc2Cl)c(=O)[nH]c(=O)n1Cc1ccccc1,4,/,9,/,/,/,10,/,3
Cc1nc2cc(NC(=O)N3CCCC3)ccc2n1C,-1,2,-3,-4,9,1.6,-2,-40,-13
O=Cc1c[nH]c2ccc(NC(=O)OCc3ccccc3)cc12,-4,/,-2,/,/,/,4,/,-25
Cn1ncc2c(=O)n(CC(=O)NC34CC5CC(CC(C5)C3)C4)cnc21,4,-6,14,-17,7,0.2,2,3,3
O=C(COC(=O)c1cccs1)Nc1cc(S(=O)(=O)N2CCOCC2)ccc1Cl,5,-1,3,8,17,0.1,-3,-11,-20
Cc1cc(/C=N/n2cnnc2)c(C)n1-c1ccc(C(=O)O)cc1,9,-1,-13,0,19,2.0,-5,19,1

molecule,EBI2 block,XBP1 UPR activ,CCR6 antagonist,Jurkat NFkB inh,697 NFkB inh,UPR CHOP act,CXCR6 inh,Mdm2-MdmX inh,Gli-Sufu antag
CCn1nnnc1-c1ccc(OC)c(S(=O)(=O)N2CCCCC2)c1,-6,2,5,4,4,1.8,-2,16,4
O=C(NC(CCl)c1ccccc1)c1ccc(Cl)cc1 (configuration not stated),10,0,13,-1,-7,-2.3,-2,6,6
O=C1N/C(=C/c2ccco2)C(=O)N1Cc1ccccc1F,-7,-1,9,-3,-21,3.3,8,1,3
O=C(N/N=C/c1ccco1)c1cc([N+](=O)[O-])cc([N+](=O)[O-])c1,-16,0,-25,0,-42,-1.6,-12,-2,-3
CCOc1ccc(CCN2C(=O)CCC2(C)C(=O)NC(C)CC)cc1OCC (configuration not stated),8,-2,9,-11,11,-1.0,5,1,5
Cc1ccc(CN2C(=O)CCC2C(=O)N2CCN(c3ccccc3)CC2)cc1 (configuration not stated),-6,-1,4,-4,-4,0.8,6,-42,3
C/C=C(/C(=C/C)c1ccc(O)cc1)c1ccc(O)cc1,26,-7,-21,3,-30,-0.9,-8,30,4
Cc1cccc(NC(=O)/C(C#N)=C/c2ccc(Sc3ccccc3)o2)c1C,4,2,0,1,7,-2.0,6,22,-9
Cc1cc(NC(=O)CSc2nnc(NCc3ccccc3)s2)no1,-7,0,-1,7,10,-0.9,-13,12,-4
COc1cc(/C=C2\NC(=O)NC2=O)cc(Br)c1OC,0,-1,8,0,13,-2.1,4,25,12
COc1ccccc1-c1noc(CCCC(=O)N2CCOCC2)n1,6,-1,2,-7,6,0.9,-8,19,5
CC(C)CN(C(=O)CSc1nnnn1C)C1CCS(=O)(=O)C1 (configuration not stated),-5,4,-7,-12,-12,0.9,-5,-25,-3
Cc1ccccc1NC(=O)COC(=O)CCSc1ccccc1,-6,2,-3,-11,7,-0.3,2,6,-2
COC(=O)CNc1cc(S(=O)(=O)N2CCCCC2)ccc1Oc1cccc(C)c1,0,2,20,-7,16,1.6,18,18,/
CC(C)Oc1ccc(CSc2ncn[nH]2)cc1,-1,1,3,-17,-5,1.6,8,-32,-29

molecule,EBI2 block,XBP1 UPR activ,CCR6 antagonist,Jurkat NFkB inh,697 NFkB inh,UPR CHOP act,CXCR6 inh,Mdm2-MdmX inh,Gli-Sufu antag
Cc1ccc(-c2cn(-c3ccccc3F)c(=S)[nH]2)cc1,11,-2,-2,-62,-142,4.8,-19,-97,-73
O=C(NCCC(=O)N1CCN(S(=O)(=O)c2ccccc2F)CC1)Nc1ccccc1,33,-1,-4,-1,27,-1.6,1,14,-1
Cc1coc2cc3oc(=O)c(CCC(=O)NCC(=O)O)c(C)c3cc12,-2,-2,10,-2,15,2.3,1,-6,-3
COc1ccc(C(=O)/C(=C/N(C)C)S(=O)(=O)c2ccccc2)cc1,0,-1,-9,-41,-8,3.3,-3,-7,-7
CCOC(=O)CCCSc1nnc(CCCCCN2C(=O)c3cccc4cccc(c34)C2=O)o1,6,1,21,-1,5,1.3,4,-5,5
COc1ccc(S(=O)(=O)Nc2ccccn2)c(C)c1C,2,-2,-1,15,-22,-1.2,-3,-9,5
CCOC(=O)c1cc(=O)c2c([N+](=O)[O-])ccc(OC)c2o1,-3,1,-4,10,16,-0.4,4,-7,3
COC(=O)Cn1c2c(c3cc(C)ccc31)CCCC2NC(C)c1ccccc1 (configuration not stated),15,-4,19,-9,9,0.2,-3,16,7
Nc1c(C(=O)O)sc2nc(-c3ccccc3)cc(-c3ccccc3)c12,-3,1,9,3,7,0.4,1,11,1
CS(=O)(=O)N(Cc1ccccc1)c1ccc(C(=O)Nc2ccccc2C(=O)O)cc1,2,-4,9,-22,16,1.3,6,11,-3

Screens deposited in PubChem by Sanford-Burnham Center for Chemical Genomics.
